Screening data as filed in PubChem BioAssay.
CHRM1 antagonist: human CHRM1 antagonism. P11229. CHO-K1 hM1, Fluo-8 calcium fluorescence, ACh EC80 antagonist. inhibition, % at 3 µM. actives 1.3% (n = 360,000);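 active = percent inhibition above its own plate's cutoff, namely the mean of that plate's compound wells plus 3 SD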;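 also: peak over basal fluorescence ratio during 140 s after agonist addition; 0% = ACh EC80 plus DMSO and 100% = DMSO alone without agonist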
M1 ag: human M1 muscarinic receptor agonism | P11229 | CHO-K1 hM1, Fluo-8 calcium fluorescence, agonist mode; 0% DMSO, 100% acetylcholine EC100 | activation, % at 3 µM | actives 0.33% (n = 360,000);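 active = activation above the run's mean compound activation plus 3 SD, cut at about 16% in these data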;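 also: peak over basal fluorescence ratio within a 140 s kinetic read after compound addition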
CHO parental Ca: counter-screen: ATP calcium response change in parental CHO cells | AID 463079 | actives 0.63% (n = 330,000) | inhibition, % at 5.6 µM | parental CHO-K1, ATP-induced calcium, Fluo-8 fluorescence;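 active = inhibition above that plate's mean sample inhibition plus 3 SD, cut at about 26% in these data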;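 also: 0% = ATP-challenged DMSO wells and 100% = DMSO wells without ATP; some compounds past the cut are filed as inactive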
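Assay system: untransfected parental CHO cell line. Also added: ATP agonist challenge. Dosing: one dose, 5.6 µM nominal. Measured by: Fluo-8 fluorescence. Read-out: % inhibition. Benchmarks: ATP wells versus no-ATP DMSO wells. Repeats: no replicates.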
V1R ag counter: counter-screen for oxytocin receptor agonists: human V1a receptor agonists; activation, % at 3 µM; actives 0.25% (n = 320,000); AID 2797; CHO-V1R cells, Fluo-8 calcium fluorescence, agonist mode; 0% DMSO, 100% 3 nM vasopressin; P37288;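 active = activation above the mean activation of all tested compounds plus 3 SD, per screening run, cut at about 20% in these data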;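 also: signal is peak over basal fluorescence ratio across a 100 second FLIPR read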
Target sequence (P37288 whole entry, looked up): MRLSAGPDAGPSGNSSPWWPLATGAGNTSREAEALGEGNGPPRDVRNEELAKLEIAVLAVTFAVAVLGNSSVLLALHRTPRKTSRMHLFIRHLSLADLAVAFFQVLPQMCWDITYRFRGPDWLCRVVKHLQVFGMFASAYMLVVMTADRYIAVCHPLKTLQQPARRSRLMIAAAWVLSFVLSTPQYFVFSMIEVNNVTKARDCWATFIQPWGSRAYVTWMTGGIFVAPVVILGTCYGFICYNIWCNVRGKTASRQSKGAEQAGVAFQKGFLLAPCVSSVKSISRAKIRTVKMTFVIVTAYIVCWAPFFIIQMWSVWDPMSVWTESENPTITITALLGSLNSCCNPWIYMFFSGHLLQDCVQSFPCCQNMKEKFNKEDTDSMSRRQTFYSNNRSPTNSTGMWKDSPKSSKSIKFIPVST
TAAR1 antagonist: antagonists of human TAAR1; Q96RJ0; inhibition, % at 3 µM; CHO RD-HGA16 TAAR1, Fluo-8 calcium fluorescence, antagonist; actives 1.5% (n = 360,000); AID 624466;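 active = inhibition above a per-plate cutoff, the mean inhibition of test compounds on that plate plus 3 SD, cut at about 49% in these data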;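 also: 0% = DMSO plus EC80 beta-PEA response and 100% = DMSO alone without agonist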
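Test system – hTAAR1-expressing CHO RD-HGA16 cells, Gα16-coupled · Reagent – β-PEA at EC80 concentration, post-compound challenge · Compound dosing – 3 µM, single point · Timing – 140 s kinetic read after compound, 140 s after agonist · Detection – Fluo-8 intracellular calcium dye fluorescence, real-time kinetic reads · Control set – DMSO and EC80 PEA controls · Repeats – n of 1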
TAAR1 ag: human TAAR1 agonism; Q96RJ0; CHO RD-HGA16 TAAR1, Fluo-8 calcium fluorescence; vehicle wells 0%, saturating PEA agonist 100%; activation, % at 3 µM; actives 0.99% (n = 360,000); AID 624467;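 active = activation above the mean activation of all test compounds in the run plus 3 SD, cut at about 38% in these data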
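Test system: RD-HGA16 (CHO) cells co-expressing Gα16 and hTAAR1 / Benchmarks: DMSO vehicle as 0%, PEA at EC100 as 100% / Repeats: no replicates (n 1) / Measure: % activation from peak over basal fluorescence ratio, DMSO-to-PEA scaled / Timing: 17-24 h plating, Fluo-8 75 min 37 °C, 30 min RT / Technique: kinetic Fluo-8 calcium fluorescence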
M1 PAM: potentiates human M1 receptor response to acetylcholine; AID 588819; P11229; CHO-K1 hM1, Fluo-8 calcium fluorescence, ACh EC20; 0% = ACh EC20, 100% = maximal ACh; activation, % at 3 µM; actives 0.088% (n = 360,000); in the data active = activation above about 19%, passing the limit was not always enough
OXTR ag: agonists of human oxytocin receptor | P30559 | AID 2435 | actives 0.32% (n = 320,000) | activation, % at 3 µM | CHO-OTR cells, Fluo-8 calcium fluorescence; normalized: DMSO 0%, oxytocin 100%;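 active = activation above the mean of all tested compounds plus 3 SD, cutoff set per screening run, cut at about 20% in these data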;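 also: peak over basal fluorescence ratio from a 100 s FLIPR kinetic read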
Target sequence (P30559 whole entry, looked up): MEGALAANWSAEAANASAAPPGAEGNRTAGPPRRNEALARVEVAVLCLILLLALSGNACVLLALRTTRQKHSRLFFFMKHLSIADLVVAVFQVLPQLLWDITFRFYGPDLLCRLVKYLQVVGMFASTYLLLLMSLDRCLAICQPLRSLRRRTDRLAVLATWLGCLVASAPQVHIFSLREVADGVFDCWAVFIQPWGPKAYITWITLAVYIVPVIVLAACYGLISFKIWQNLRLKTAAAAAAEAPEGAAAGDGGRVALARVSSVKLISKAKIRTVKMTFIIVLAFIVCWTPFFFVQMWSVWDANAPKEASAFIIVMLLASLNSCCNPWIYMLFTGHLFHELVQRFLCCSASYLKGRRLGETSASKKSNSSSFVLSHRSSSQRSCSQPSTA
OXTR potentiate: human OXTR potentiation; actives 0.061% (n = 320,000); CHO-OTR cells, Fluo-8 calcium fluorescence, potentiator mode; 0% = oxytocin EC15, 100% = EC100; P30559; activation, % at 3 µM; AID 2445;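 active = activation above that plate's cutoff, the mean activation of tested compounds plus 3 SD, cut at about 6.6% in these data, passing the limit was not always enough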;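 also: 100% uses oxytocin at 75 nM as the full agonist control; some results filed as inactive read as strong as hits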
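Assay system: CHO-OTR cells, human receptor / Also added: oxytocin at about EC15, sub-maximal agonist stimulus / Dosing: single dose, 3.0 µM nominal final compound concentration / Incubation: 6 min pre-incubation, 100 s read / Technique: Fluo-8 calcium dye fluorescence / Read-out: % activation vs EC15 and EC100 oxytocin / Benchmarks: EC15 oxytocin low, 75 nM oxytocin high / Replicates: singlicate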
* marks the source's active call; other numbers are inactive results; nt = not tested or not shown.

Values run as follows: CHRM1 antagonist	M1 ag	CHO parental Ca	V1R ag counter	TAAR1 antagonist	TAAR1 ag	M1 PAM	OXTR ag	OXTR potentiate
COc1ccc(C(=O)NCC(=O)OCC(=O)NCc2ccco2)cc1
  3	-3	-10	0.9	-9	0	1	1.8	-5
C/C(CC(=O)NC1CCCCCC1)=N\NC(=O)c1cnccn1
  -1	1	-14	3.2	6	0	3	-1.9	-10
Cc1cccc(Nc2nc(-c3ccc(F)cc3)cs2)n1
  -18	-5	-20	-1.1	39	-1	7	-2.5	-13
COc1ccc(OC)c(N/C(N)=N/c2nc(C)cc(C)n2)c1
  -1	-9	-17	0.6	-8	6	-2	0.2	-9
CC(=O)N1c2ccc(S(=O)(=O)N3CCC(C(=O)NC4CCCCC4C)CC3)cc2CC1C (stereo not drawn)
  0	-3	-10	0.5	-15	1	3	-0.3	-4
O=C(COC(=O)c1ccc(NS(=O)(=O)c2ccc3c(c2)OCCO3)cc1)NCC1CCCO1 (stereo not drawn)
  -11	-3	-3	0.2	11	17	9	0.4	-14
CCc1ccccc1OCC(=O)N(CC)CC(=O)NCc1ccc(F)cc1
  1	-7	-21	0.8	-8	0	4	-0.3	-15
O=C(Nc1nnc(S(=O)(=O)N2CCCCCC2)s1)c1ccccc1F
  31*	0	12	5.7	8	4	-16	4.1	-8
Cc1ccc(Sc2oc(/C=N/n3cnnc3)cc2Br)cc1
  -10	-6	-14	-0.4	-11	16	-5	-1.8	-1
Cc1ccc2nccc(C(=O)N3CCCC(Nc4ccc(F)cc4)C3)c2c1 (stereo not drawn)
  -5	-3	-18	-0.7	-6	3	8	-1.1	2
COc1ccc(NC(=O)c2cccc(NC(=O)C3C4CC5OC(=O)C3C5C4)c2)c(OC)c1 (stereo not drawn)
  -28	-1	-2	0.7	0	7	12	-0.2	-5
Cc1cccc(CCNC(=O)c2nnc(Cc3ccc(Cl)cc3)o2)c1
  1	-1	-5	-0.3	-2	-1	-1	-1.2	0
COc1ccc(/C(N)=N/OC(=O)CCCc2ccccc2)cc1OC
  -6	-7	-25	0.4	3	3	1	-2.7	-9
CCOC(=O)C1=CC[C@@H](c2ccccc2)N(S(=O)(=O)c2ccc(C)cc2)[C@H]1c1ccc(CC)cc1
  4	-2	nt	nt	-17	5	-2	nt	nt
CCOC(=O)CN1NC2(CCC(C)CC2)NC1=S (stereo not drawn)
  -8	-3	3	0.5	5	2	6	-0.1	-17
CC(=O)Nc1ccc(S(=O)(=O)N(Cc2ccccc2)c2ccccc2)cc1
  1	-7	-10	-0.8	5	3	-2	-0.1	-12
COc1ccc(OC)c(C(=O)COC(=O)COc2ccccc2)c1
  7	-3	-18	0.3	-15	1	-4	-0.2	-2
CCC(C)(C)C(=O)O
  -18	-1	-5	0.3	4	2	12	1.1	-1
c1ccc(-c2cn(-c3ccccc3)c3[n+]2CCCS3)cc1
  7	-8	-11	0.1	6	14	-6	0.0	-7
N#CCC1c2ccccc2CCN1C(=O)Nc1ccc(C(F)(F)F)cc1 (stereo not drawn)
  11	-11	-20	1.3	10	3	-13	2.2	-10
Cc1ccc(C)c(SCC(=O)NNC(=O)c2csc(N3CCOCC3)n2)c1
  -3	-1	-28	-0.3	-5	1	9	0.0	5
COc1cc2c(cc1OC)C(C(N)=O)NCC2 (stereo not drawn)
  1	2	nt	nt	0	3	1	nt	nt
Brc1ccc(-c2nnc(-c3ccc4c(c3)OCO4)o2)o1
  -15	0	-9	1.2	7	9	16	-0.4	-4
C=CCn1c(NC(=O)c2ccc(C)cc2)c(C#N)sc1=N
  -1	-1	-8	0.7	7	1	6	3.3	-6
CCc1cccc(CC)c1NC(=O)Cn1c(-c2ccc(F)cc2)noc1=O
  -5	-2	-18	-0.3	4	4	10	2.1	-18
CC(=O)c1ccc(S(=O)(=O)NC2CC2)cc1
  -14	-6	-6	0.7	-9	3	11	1.0	2
O=C(c1ccccc1Cl)N1CCC(n2cccc2)CC1
  -3	-4	1	0.9	2	11	0	-0.7	-2
CC(C)c1ccccc1NC(=S)N1CCN(S(=O)(=O)c2cccs2)CC1
  9	-8	-8	0.1	-11	4	-5	0.2	-11
CCCCNC(=O)Nc1nnc(-c2ccc(Cl)cc2)o1
  -1	-3	1	0.3	-11	0	-1	-1.8	-1
CCN(CC)S(=O)(=O)c1ccc2c(c1)N(CC(=O)NCCN1CCOCC1)C(=O)CO2
  -12	-1	-8	-0.5	-23	10	6	0.4	-5

Some of the entries above, set out differently.
Molecule	CHRM1 antagonist	M1 ag	CHO parental Ca	V1R ag counter	TAAR1 antagonist	TAAR1 ag	M1 PAM	OXTR ag	OXTR potentiate
CCC(C)(C)C(=O)O	-18	-1	-5	0.3	4	2	12	1.1	-1
c1ccc(-c2cn(-c3ccccc3)c3[n+]2CCCS3)cc1	7	-8	-11	0.1	6	14	-6	0.0	-7

The listing continues:
Values run as follows: CHRM1 antagonist	M1 ag	CHO parental Ca	V1R ag counter	TAAR1 antagonist	TAAR1 ag	M1 PAM	OXTR ag	OXTR potentiate
Cc1ccnc(NC(=O)CCC(=O)N(CC(=O)NC2CCCCC2)Cc2ccccc2)c1
  -8	2	-3	0.1	3	1	11	0.3	-5
CSc1ccc(S(=O)(=O)NCCCOC(C)C)cc1
  -2	-8	-15	2.0	nt	nt	8	-0.6	-2
Cc1ccc(OCc2ccc(C(=O)N3CCOCC3)cc2)cc1C
  13	-2	-15	3.9	0	8	-10	5.4	-10
COc1ccc(C(C)(C)C)cc1NC(=O)c1cncc(Br)c1
  -1	-4	-39	-1.5	27	14	-4	-1.1	-2
COc1ccccc1NC(=O)c1ccc[n+]([O-])c1
  -9	-2	-3	0.4	-8	3	5	-0.4	-12
O=C(Nc1cccc(-c2ccc(F)cc2)c1)C1CCCN(C(=O)c2cscn2)C1 (stereo not drawn)
  -11	-3	-28	4.4	-22	-1	6	8.7	-8
Cc1cccc(OCC(=O)NC(=S)Nc2ccccc2N2CCOCC2)c1C
  -16	-1	-5	0.2	-5	0	11	1.1	-8
O=C(c1c[nH]c2ccccc12)N1CCOCC1
  -15	0	3	1.1	2	0	11	1.2	-14
O=C(NC1(C(F)(F)F)C(=O)Nc2c1c(=O)[nH]c(=O)n2-c1ccccc1)c1cccnc1 (stereo not drawn)
  0	-4	16	0.2	1	13	8	1.0	-1
Cc1cc2oc(C(=O)NC3CCS(=O)(=O)C3)c(C)c2cc1C (stereo not drawn)
  -23	-3	-6	-0.9	7	8	6	-1.2	-14
CCN1CCN(C(=S)c2ccc(Cl)cc2)CC1
  3	-4	-7	0.2	-7	14	0	0.6	-4
Cc1ccc(Nc2nc(COC(=O)COc3ccc(C=O)cc3)cs2)cc1
  7	-5	-11	3.8	12	5	-8	4.8	-7
COc1ccc(CC(=O)Nc2cc(C)c3c(=O)oc4ccccc4c3n2)cc1
  -17	1	1	-0.9	-5	-1	11	0.4	-4
CN(C)CCSc1nnc(-c2ccccc2)o1
  0	-4	-6	1.1	6	2	5	1.0	-7
O=C(C1CCCN(c2ncnc3c2nc2n3CCCCC2)C1)N1CCN(c2cccc(Cl)c2)CC1 (stereo not drawn)
  37	-2	-44	1.9	88*	40*	-16	-1.1	-10
NC(=O)C1(N2CCCCC2)CCN(Cc2ccc(Br)cc2)CC1
  -8	-3	-14	9.0	6	1	1	7.5	-18
CC(C)CNC(=O)COCc1cc(-c2ccc3c(c2)OCO3)on1
  -7	-2	-20	3.2	-5	4	9	3.2	-3
CCOc1ccc(NC(=O)C2CC(=O)OC2c2ccccc2)cc1 (stereo not drawn)
  -10	-7	-15	1.1	1	1	12	0.0	-19
CSc1nc(N)nc2c1ncn2CC(=O)NCc1ccc2[nH]ccc2c1
  5	-5	-9	0.5	16	2	0	1.0	-1
Cc1cc(C)c(NC(=O)CN2CCN(c3ccccn3)CC2)c(C)c1
  -13	-4	-5	1.8	-7	5	8	1.1	-4
O=C1Nc2ccccc2/C1=N/N=C/c1cccc(O)c1
  3	0	-1	-0.4	-27	6	6	-0.1	1
CC(=O)NCCNC(=O)CNC(=O)c1ccc(Cl)cc1
  4	-1	-9	-0.5	-8	3	2	-0.6	-3
Nn1c(SCc2nc3ccccn3c2Br)nnc1-c1cccnc1
  -33	1	-19	1.1	5	3	17	-0.6	-7
N=C1C(c2nc3ccccc3s2)=C(O)CN1NC(=O)c1c[nH]c2ccccc12
  -3	-3	1	-0.3	2	2	2	-0.4	-8
CCOc1ccc(NC(=O)c2cccc(S(=O)(=O)NCc3cccnc3)c2)cc1
  -19	-2	nt	nt	-6	4	15	nt	nt
COc1ccc(O)c(/C=N/n2c(-c3ccco3)csc2=Nc2cccnc2)c1
  14	-4	-22	0.7	49*	4	-13	-0.3	-6
CC(=O)Nc1ccc(C(=O)OCc2ccccc2Br)cc1
  -3	-2	-12	2.8	-17	2	1	3.2	-5
CCCCNc1nc(Cl)nc(Nc2ccc(C)cc2)n1
  -1	-5	-20	0.2	10	-1	-1	-2.6	-14
CC(=O)c1cccc(CN2CCN(C3CCCCC3)C(CCO)C2)c1 (stereo not drawn)
  1	-8	-14	0.8	-16	0	-3	0.5	-3
CSc1nsc(SCC(=O)Nc2nc3ccccc3s2)n1
  1	-7	-11	4.6	24	6	0	0.8	-9
c1ccc(-c2cn3c(n2)CCc2ccc4cccnc4c2-3)cc1
  11	0	-26	-0.5	22	8	-3	-1.4	0
Cc1cc(=O)oc2c1ccc1ccccc12
  -4	-5	-15	-0.1	-23	1	3	-2.0	-8
O=c1oc2cc(Oc3c([N+](=O)[O-])cc(C(F)(F)F)cc3[N+](=O)[O-])ccc2c2c1CCCC2
  11	-2	-13	1.0	0	9	-1	2.0	-16
COc1cc(/C=N/NC(=O)c2cc3ccccc3cc2O)ccc1OCCN1CCCCC1
  -5	-7	1	0.1	1	0	0	-0.9	-3
CC(OC(=O)C1=COCCO1)C(=O)Nc1cccc(S(=O)(=O)N2CCOCC2)c1 (stereo not drawn)
  -12	-1	-13	-0.8	9	7	17	1.5	3
CCn1c(C)nc2cc(C(=O)NNC(=S)Nc3ccc(OC)cc3)ccc21
  0	-2	-1	-0.2	-3	20	9	1.1	-7
